Screening results from PubChem.
ROMK mod: modulators of human ROMK potassium channel. P48048. B-score at 10 µM. AID 1918. 2% of 130,000 active. Tet-inducible ROMK, thallium flux fluorescence; actives lie on both sides;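 active = signal ratio slope over the read window, or its plate-corrected B-score, at least 3 SD from the plate mean, either direction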;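 also: B-score of the F/F0 ratio slope over 7 to 12 s after thallium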
Target sequence (P48048 whole entry, looked up): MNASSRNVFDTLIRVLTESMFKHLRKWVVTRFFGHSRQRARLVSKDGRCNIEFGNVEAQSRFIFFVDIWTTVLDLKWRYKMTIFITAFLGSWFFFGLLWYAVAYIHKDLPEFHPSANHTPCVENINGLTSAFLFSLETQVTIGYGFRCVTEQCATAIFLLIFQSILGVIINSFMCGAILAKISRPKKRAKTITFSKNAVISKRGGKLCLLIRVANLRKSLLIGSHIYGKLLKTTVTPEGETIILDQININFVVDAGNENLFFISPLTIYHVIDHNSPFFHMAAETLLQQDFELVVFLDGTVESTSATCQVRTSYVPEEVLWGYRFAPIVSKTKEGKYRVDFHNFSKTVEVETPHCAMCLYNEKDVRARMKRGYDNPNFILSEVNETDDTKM
STAT3 blocker: STAT3 signaling inhibition; U3A cells, IL-6 STAT3-luciferase reporter, luminescence; host cell line lacks STAT1; inhibition, % at 5.5 µM; 0.89% of 190,000 active;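 active = inhibition above the mean inhibition across all screened compounds plus 3 SD, cut at about 44% in these data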;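 also: 0% = DMSO only wells and 100% = 100 µM nifuroxazide control wells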
TNAP act hi DEA: increases human TNAP activity under high phosphate acceptor concentration. P05186. purified TNAP, CDP-star luminescence, 1 M DEA, 30 min; active compounds read high; 0 = EDTA background, 1 = DMSO-only activity. activation factor at 20 µM. 200,000 tested, under 10 active. AID 1136;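 active = activation factor at least 2 at 20 µM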
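system = human TNAP | amount = enzyme diluted 1/800 final | reagent = 100 µM CDP-star substrate | signal = luminescent substrate turnover signal | dosing = one dose, 20 µM | benchmarks = EDTA negative control, DMSO positive control | measure = activation factor | timing = 30 min reaction, room temperature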
PPARg SRC2 recr: agonists of SRC-2 recruitment by human PPARgamma. activation, % at 8 µM. 0.34% of 200,000 active. PPARgamma LBD-SRC-2 recruitment, biochemical. P37231; in the data active = activation above about 22%;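 also: 0% = vehicle and 100% = reference agonist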
Target sequence (P37231 whole entry, looked up, the tested form may be a part): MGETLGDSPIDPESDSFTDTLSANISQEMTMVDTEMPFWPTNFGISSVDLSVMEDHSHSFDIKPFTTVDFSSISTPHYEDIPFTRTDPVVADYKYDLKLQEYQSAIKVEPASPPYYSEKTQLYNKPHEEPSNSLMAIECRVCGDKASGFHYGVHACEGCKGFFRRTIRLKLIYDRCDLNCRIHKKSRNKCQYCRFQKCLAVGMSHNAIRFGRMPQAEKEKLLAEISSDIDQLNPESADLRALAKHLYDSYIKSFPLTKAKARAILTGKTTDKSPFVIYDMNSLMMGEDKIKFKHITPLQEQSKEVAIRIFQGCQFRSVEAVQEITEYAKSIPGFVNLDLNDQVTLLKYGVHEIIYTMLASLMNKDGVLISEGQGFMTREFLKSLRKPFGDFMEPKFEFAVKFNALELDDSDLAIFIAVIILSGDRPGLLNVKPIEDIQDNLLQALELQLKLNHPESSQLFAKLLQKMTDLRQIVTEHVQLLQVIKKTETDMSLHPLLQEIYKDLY
PPARg SRC-3 ag: PPARgamma-driven SRC-3 recruitment agonism; P37231; biochemical PPARgamma/SRC-3 coactivator recruitment assay; activation, % at 8 µM; 0.26% of 200,000 active; AID 731; in the data active = activation above about 23%;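 also: 0% = DMSO and 100% = reference agonist; some compounds past the cut are filed as inactive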
STAT1 inh: STAT1 signaling inhibition; NIH 3T3 STAT1-luciferase reporter, IFN-gamma, luminescence; inhibition, % at 5.5 µM; 0.35% of 200,000 active; AID 920;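 active = inhibition above a set limit, the mean inhibition across all tested compounds plus 3 SD, cut at about 34% in these data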;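 also: 0% = IFN-gamma with DMSO and 100% = IFN-gamma with 300 µM nifuroxazide; values of inactives mirror those of a sister screen read the other way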
PPARg SRC1 recr: agonists of human PPARgamma SRC-1 coactivator recruitment | activation, % at 8 µM | PPARgamma-SRC-1 coactivator recruitment biochemical assay | 0.41% of 200,000 active; in the data active = activation above about 19%;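 also: 0% = DMSO and 100% = reference agonist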
bIAP inhibitor: blocks bovine intestinal alkaline phosphatase activity; purified bovine IAP, CDP-star luminescence, 30 min; inhibition, % at 20 µM; 190,000 tested, under 10 active; AID 1019;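 active = over 50% inhibition of intestinal alkaline phosphatase at 20 µM in the single-dose screen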
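Incubation: 30 min reaction at room temperature / Material: purified bovine intestinal alkaline phosphatase (IAP) enzyme / Input: enzyme at 1/65,000,000 dilution / Dosing: 20 µM single dose / Signal: CDP-star luminescence signal / Reagent: CDP-star chemiluminescent phosphatase substrate, 30 µM final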
SRC2 TRFRET art: TR-FRET artefact, counter-screen to PPARgamma/SRC-2 agonist assay. 0.4% of 200,000 active. active compounds read high. TR-FRET ratio at 8 µM. AID 1049; in the data active = TR-FRET ratio above about 2000; also: inactives centre near 1500
STAT3 activator: STAT3 signaling activation. activation (% of control), % at 5.6 µM. AID 871. U3A cells, IL-6 STAT3-luciferase reporter, luminescence; 100% = signal with IL-6 EC80 alone. 0.91% of 190,000 active;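 active = activation above the screen-wide mean of compound activation plus 3 SD, cut at about 130% in these data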;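 also: 0% = background luminescence of wells with medium and substrate only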
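Assay system – human STAT1-deficient U3A cells with stable STAT3-luciferase reporter · Also added – IL-6 (33 ng/mL) · Schedule – compound 1 h, then IL-6 6 h at 37 °C · Technique – reporter luminescence signal · Evaluation – % activation versus median of IL-6-stimulated wells · Benchmarks – IL-6-only wells as 100% reference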
bIAP activator: intestinal alkaline phosphatase (bovine) activation; purified bovine IAP, CDP-star luminescence, 30 min; active compounds read high; fold of DMSO-control signal, blank-subtracted; activation factor at 20 µM; 0.17% of 200,000 active; AID 1016;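 active = activation factor of 2 or more at 20 µM, a signal rise over negative controls twice the positive control's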
The depositor's hits bear a star; . = not tested or not shown.

SMILES	ROMK mod	STAT3 blocker	TNAP act hi DEA	PPARg SRC2 recr	PPARg SRC-3 ag	STAT1 inh	PPARg SRC1 recr	bIAP inhibitor	SRC2 TRFRET art	STAT3 activator	bIAP activator
O=C(COc1ccc2c(C(F)(F)F)cc(=O)oc2c1)Nc1ccc2c(c1)OCCO2	-0.0782	-1.5	1	1.1	2.6	-4.3	1.6	-4.1	1546	100.0	1
O=C(C(Cc1ccccc1)N1C(=O)C2C3C=CC(C3)C2C1=O)N1CCCCCC1 (centres undefined)	.	-0.5	1	2.5	6.7	7.2	-1.6	-1.2	1605	103.9	1
O=[N+]([O-])c1cccc(OCc2cn3cccnc3n2)c1	.	11.2	1.1	0.2	3.9	-5.7	-1.3	2.1	1429	92.4	1
O=C(CSc1nnc(-c2ccccc2Cl)n1Cc1ccco1)Nc1ccc2c(c1)OCCO2	-1.66	3.6	1.1	10.6	-1.3	-1.5	1.1	-41.4	1612	98.2	1.4
Cc1occc1C(=O)N1CCN(c2ccc(Cl)c(Cl)c2)CC1	.	24.9	1	-0.8	-5.5	10.4	-2.3	-2.6	1442	82.7	1
CCOC(=O)C1(CCc2ccccc2)CCN(C(=O)C2=C(C)OCCO2)CC1	0.0453	-6.1	1	0.1	-2.3	-17.6	-6.0	-18.1	1356	109.3	1.2
CC1(C)C(=O)Nc2ccccc2N1C(=O)CSc1nnc2c(Cl)cc(Cl)cn12	-0.31	3.6	1	-12.1	-2.3	-1.9	0.0	-3.0	1614	100.2	1
Cc1ccc(C)c2[nH]c(=O)c(C(c3nnnn3C(C)(C)C)N3CC=C(c4ccc(F)cc4)CC3)cc12 (centres undefined)	-0.841	-10.2	1	7.0	7.0	34.7*	1.2	16.1	1655	106.4	0.8
CC(C)Cc1cc(C(=O)N2CCC(N3CCC(C(=O)N4CCCC4)CC3)CC2)n[nH]1	-0.989	-3.5	1.1	8.4	1.5	0.3	5.1	-10.8	1799	114.5	1.1
CCNS(=O)(=O)c1c(C)cc(C)c(N(C)S(=O)(=O)c2ccccc2)c1C	0.495	1.4	1.1	-4.7	-7.0	3.6	1.6	4.5	1400	100.1	1
Cc1c(N2C(=O)C(=O)/C(=C(/O)c3ccccc3)C2c2ccc(F)cc2)c(=O)n(-c2ccccc2)n1C (centres undefined)	.	0.7	1	-1.8	4.4	2.1	-0.1	-9.4	1750	98.9	1.1
Cc1cc[n+](CC(=O)Nc2nc3ccccc3s2)cc1	1.33	15.3	1.1	2.8	5.3	-3.3	-3.7	-24.6	1688	91.2	1.2
CC(C)Cn1c(=O)c(C2=NS(=O)(=O)c3ccccc3N2)c(O)c2ccccc21	.	-2.9	.	1.7	19.1	5.0	5.6	.	1604	102.2	.
Cn1cc([N+](=O)[O-])c(C(=O)Nc2ccn(C34CC5CC(CC(C5)C3)C4)n2)n1	0.29	7.3	1	-4.3	-3.5	-3.1	-3.6	6.3	1443	92.1	0.9
Cc1ccnc(NC(=O)c2c(-c3ccccc3Cl)noc2C)c1	0.872	-1.7	1	-3.8	-0.7	-2.6	-3.3	-0.9	1478	100.1	1
O=C(Cn1c(=O)oc2ccccc21)Nc1ccc(S(=O)(=O)N2CCCCC2)cc1	.	2.9	1	4.6	11.5	0.8	2.1	6.7	1630	101.2	0.9
Cc1sc2ccccc2[n+]1CCC(C)S(=O)(=O)[O-] (centres undefined)	.	5.0	1	1.2	2.4	-2.4	7.7	6.5	1466	101.9	0.9
COc1ccc(N(CC(=O)NCc2ccc3c(c2)OCO3)S(C)(=O)=O)cc1OC	0.365	-2.0	1	3.3	2.0	0.2	-1.1	0.9	1591	101.8	1
O=C(CSc1nnnn1C1CCCC1)Nc1ccccc1N1CCOCC1	-2.4	-1.2	1	5.0	4.4	-1.0	1.3	12.3	1477	107.7	0.9
O=C(c1cccc(C(F)(F)F)c1)N1CCC(O)(CS(=O)(=O)Cc2ccccc2Cl)CC1	.	2.3	1	-5.9	-16.2	8.2	-6.8	-5.7	1542	106.9	1.1
COC(C(=O)Nc1ccc(F)cc1F)c1ccccc1 (centres undefined)	0.305	2.8	1	-1.0	0.3	-5.5	4.7	17.1	1628	102.8	0.8
COC(=O)c1ccc(C(=O)OC)c(NC(=O)COC(=O)C2CC2C)c1 (centres undefined)	-0.609	-1.9	1	10.4	4.7	5.5	0.0	-2.9	1714	101.8	1
N#Cc1ccc(Oc2cccnc2)cc1C#N	.	4.4	1	-5.7	-2.1	2.0	4.2	6.3	1538	102.5	0.9
CC(C)C(=O)Nc1ccccc1N1CCN(S(C)(=O)=O)CC1	.	1.3	1	2.9	-3.5	-0.4	-5.2	3.2	1390	102.6	1
O=C(COc1ccc(-n2cnnn2)cc1)NC1CCCCC1	-0.112	7.3	1	2.1	-1.8	-14.3	3.4	7.1	1482	99.2	0.9

3 structures from above, sorted by number of heavy atoms, descending.
SMILES	ROMK mod	STAT3 blocker	TNAP act hi DEA	PPARg SRC2 recr	PPARg SRC-3 ag	STAT1 inh	PPARg SRC1 recr	bIAP inhibitor	SRC2 TRFRET art	STAT3 activator	bIAP activator
Cn1cc([N+](=O)[O-])c(C(=O)Nc2ccn(C34CC5CC(CC(C5)C3)C4)n2)n1	0.29	7.3	1	-4.3	-3.5	-3.1	-3.6	6.3	1443	92.1	0.9
COC(C(=O)Nc1ccc(F)cc1F)c1ccccc1 (centres undefined)	0.305	2.8	1	-1.0	0.3	-5.5	4.7	17.1	1628	102.8	0.8
Cc1sc2ccccc2[n+]1CCC(C)S(=O)(=O)[O-] (centres undefined)	.	5.0	1	1.2	2.4	-2.4	7.7	6.5	1466	101.9	0.9

(listing goes on)
SMILES	ROMK mod	STAT3 blocker	TNAP act hi DEA	PPARg SRC2 recr	PPARg SRC-3 ag	STAT1 inh	PPARg SRC1 recr	bIAP inhibitor	SRC2 TRFRET art	STAT3 activator	bIAP activator
CSc1ccccc1NC(=O)CN(C)CC(=O)Nc1ccccc1F	0.208	7.7	1	3.7	-0.8	-2.9	5.5	-0.2	1652	96.6	1
CSc1nnc(C)c(/C=C/NOCc2ccc(Cl)cc2)n1	-0.277	1.7	1	6.5	-0.8	2.8	0.8	-21.9	1402	102.6	1.2
CCn1cc(CNC(=O)/C=C/c2cnn(C)c2)c(C)n1	0.101	-0.3	1	7.8	1.4	1.0	2.8	2.4	1522	101.3	1
COc1ccc(Nc2ccc(N3C(=O)CCC3=O)cc2[N+](=O)[O-])cn1	-0.129	11.5	0.8	-1.9	-0.9	-0.2	3.6	9.4	1543	94.6	0.9
CN1CCN(c2ncnc3c2cnn3-c2ccc(Cl)cc2)CC1	.	52.7*	1.1	8.9	4.0	4.4	1.8	8.4	1527	60.3	0.9
Cc1ccc(C(=O)N2CCCC2)cc1S(=O)(=O)Nc1ccccc1	-0.967	9.9	1	4.2	9.5	3.3	1.0	6.8	1534	95.3	0.9
COCCCNC(=O)CCC(=O)NNc1nc2ccccc2c2nc(C)nn12	0.184	-2.1	1.1	3.3	4.5	-2.8	5.7	-39.0	1447	105.9	1.4
CCC(=O)NC(=S)NNC(=O)c1ccc(O)cc1	0.249	4.8	0.9	2.9	4.2	8.2	-0.3	-45.4	1653	100.7	1.5
CCCc1cc(=O)[nH]c(SCC(=O)c2cc(C)n(C(C)COC)c2C)n1 (centres undefined)	0.595	3.6	.	8.3	-2.0	2.2	6.1	.	1655	100.4	.
S=c1[nH]nc(CSCc2ccccc2Cl)n1-c1ccccc1	-0.218	8.3	1	-2.8	1.8	0.4	-0.9	-26.5	1702	98.4	1.3
Cc1cc2ccccn2c1C(=O)c1ccc(Cl)c([N+](=O)[O-])c1	0.202	22.7	1	7.3	3.5	8.0	6.3	5.1	1627	85.9	0.9
COc1cccc(OCc2nc3ccccc3[nH]2)c1	.	18.3	1.1	-6.4	-1.8	-28.6	7.0	-28.3	1473	91.6	1.3
O=C(Nc1ccc(-c2cn3ccsc3n2)cc1)C1COc2ccccc2O1 (centres undefined)	.	37.8	1.1	8.9	5.0	-26.4	5.9	14.9	1670	75.2	0.9
CC1=C(C#N)C(NC(=O)C(C)(C)C)(C(F)(F)F)C(=O)N1 (centres undefined)	.	9.6	1	2.1	5.7	8.3	8.3	4.0	1539	95.1	1
CCC(=O)Nc1nnc(-c2ccc(Cl)s2)o1	-0.947	1.3	1	-1.4	2.6	-1.4	-1.6	-7.2	1590	103.1	1.1
S=C(Nc1ccccc1)Nc1cccc(Cl)c1Cl	0.0345	14.5	1.1	-3.8	-3.5	4.9	-7.1	4.6	1478	92.0	1
CCOC(=O)C1CCN(CC(=O)Nc2c(C(=O)OC)n(C)c3cccc(C)c23)CC1	0.00683	2.5	1	-2.0	-4.5	4.6	3.6	1.0	1549	100.1	1
COc1ccccc1OCC(=O)N(Cc1nc(-c2ccccc2)no1)C1CCCCC1	.	-3.0	1.1	4.9	-4.0	17.6	0.5	-0.1	1478	108.1	1
Cc1cc(C)n(C(=O)CNC(=O)c2ccc3c(c2)OCCO3)n1	-0.144	-3.8	1	-11.8	-5.1	-5.9	1.5	5.3	1564	107.9	0.9
CC(C)N(C)C1CCN(C(=O)Nc2ccc(Cl)cc2)CC1	.	9.4	1.1	5.8	13.3	-5.9	11.1	5.1	1624	100.4	0.9
CC1=C(C(=O)Nc2ccccc2C)C2(CCCC2)C(C(N)=O)C(=O)N1 (centres undefined)	.	1.0	1.1	1.8	13.5	1.5	4.7	11.6	1586	102.7	0.9
Cc1ccc(OCC(=O)N2CC(C)OC(C)C2)c([N+](=O)[O-])n1 (centres undefined)	0.841	-8.4	1	-10.7	4.5	-8.9	15.8	-2.9	1678	108.8	1
O=C(NCCCN1CCc2ccccc2C1)C1CCN(S(=O)(=O)N2CCC3(CC2)OCCO3)CC1	0.261	0.3	1.1	3.0	1.0	-3.8	7.5	-16.0	1628	107.4	1.2
O=C(CNc1ccccc1)N/N=C/c1ccc2c(c1)OCO2	0.404	13.9	1	7.4	0.6	12.4	3.5	10.9	1546	90.9	0.9
CC1=C(C(=O)O)N2C(=O)C(NC(=O)c3nn(C)cc3[N+](=O)[O-])C2SC1 (centres undefined)	0.582	-7.9	1	-0.2	-0.6	-11.5	-2.7	0.9	1453	109.9	1
Cc1nnc(SCC(=O)NCC2CCCO2)n1-c1ccccc1 (centres undefined)	.	6.8	1	0.2	-7.7	-11.0	0.7	3.2	1381	99.6	1
N/C(=N\OC(=O)COc1ccc(Cl)cc1)c1ccc(Cl)cc1	1.51	-0.8	1	1.8	2.9	7.6	1.4	15.0	1362	104.9	0.8
COc1ccc(-c2[nH]ncc2-c2cnn(-c3ccccc3)c2)c(O)c1	.	-1.2	1.1	1.9	-7.8	-8.2	7.5	-46.8	1608	103.4	1.5
C=CCn1c(=O)[nH]c2cc(C(=O)N3CCN(c4cc(C)ccc4C)CC3)ccc2c1=O	0.757	5.0	1.1	12.6	11.5	16.8	3.4	-1.8	1559	96.1	1
